# Screens: PubChem, Broad Institute
# BioA inh – inhibitors of Mycobacterium tuberculosis BioA enzyme; inhibition, % at 9.99 µM; 360,000 tested, 0.096% active; purified M. tuberculosis BioA enzyme, plate reader; in the data active = inhibition above about 40%
# * hit, by the source's call; & = joins results of further samples. A portion of the library (hit frequency here may not be typical).
SMILES,BioA inh
Cc1ccc(S(=O)(=O)N(C)C[C@@H]2OCCCC[C@H](C)Oc3ccc(N(C)C)cc3C(=O)N([C@@H](C)CO)C[C@H]2C)cc1,-2.1
COCC(=O)Nc1ccc2c(c1)C(=O)N(C)C[C@H](OC)[C@@H](C)CN(CCC(F)(F)F)[C@@H](C)CO2,-0.3
C[C@@H]1CN([C@@H](C)CO)C(=O)c2cc(C#C[C@@H](C)O)cnc2O[C@@H]1CN(C)C(=O)c1ccccc1F,0.5
CO[C@@H]1CN(C)C(=O)c2cc(NC(=O)c3cc(C)on3)ccc2OC[C@@H](C)N(C(=O)C2CC2)C[C@@H]1C,0.8
C[C@@H]1CCCCO[C@@H](CN(C)Cc2ccc(C(F)(F)F)cc2)[C@@H](C)CN([C@H](C)CO)C(=O)c2cc(NC(=O)Nc3cccc4ccccc34)ccc2O1,-1.4
C[C@@H]1CN([C@@H](C)CO)C(=O)Cc2cc(NC(=O)Nc3ccccc3)ccc2O[C@@H]1CN(C)C(=O)Nc1ccccc1,-2.9
O=S(=O)(N[C@@H]1CC[C@@H](CCn2cc(-c3cccnc3)nn2)O[C@H]1CO)c1ccc(Cl)cc1,14
COc1ccc(NC(=O)Nc2ccc3c(c2)C(=O)N([C@H](C)CO)C[C@H](C)[C@@H](CN(C)Cc2ccc(C(F)(F)F)cc2)OCCCC[C@H](C)O3)cc1,-1.4
C[C@H](CO)N1C[C@H](C)[C@@H](CN(C)Cc2ccc(-c3ccccc3)cc2)Oc2ccc(NC(=O)Nc3ccc4c(c3)OCO4)cc2C1=O,0.2
CCCN1[C@@H]2Cn3c(ccc(C4=CCCC4)c3=O)[C@H]1[C@@H](C(=O)NCCOC)[C@@H]2CO,-0.3
CO[C@H]1CN(C)C(=O)c2ccc(NC(C)=O)cc2OC[C@H](C)N(C(=O)C2CC2)C[C@H]1C,0.2
O=C(C[C@H]1CC[C@H]2[C@@H](COC[C@@H](O)CN2Cc2cccc(Cl)c2)O1)N1CCOCC1,-0.2
C[C@@H]1CN([C@H](C)CO)C(=O)Cc2cc(NC(=O)CCCCCC(=O)Nc3ccccc3N)ccc2O[C@H]1CN(C)C(=O)Nc1ccccc1,-5.1
C[C@H]1CN([C@@H](C)CO)C(=O)c2cc(NC(=O)CCC(F)(F)F)ccc2O[C@@H]1CN(C)C(=O)Nc1ccc2c(c1)OCO2,-2.3
C[C@@H]1CN([C@@H](C)CO)C(=O)c2cc(NC(=O)Nc3ccccc3)ccc2O[C@H]1CN(C)Cc1ccccc1,0.3
COc1ccc(NC(=O)Nc2cccc3c2O[C@@H](CN(C)CC2CC2)[C@H](C)CN([C@H](C)CO)C3=O)cc1,2.5
C[C@@H]1CCCCO[C@@H](CN(C)CC2CCCCC2)[C@H](C)CN([C@H](C)CO)C(=O)c2cc(NS(=O)(=O)c3ccccc3)ccc2O1,2.1
CCNC(=O)C[C@@H]1CC[C@@H]2[C@H](COc3ccc(NC(=O)Nc4c(C)noc4C)cc3C(=O)N2C)O1,2.7
C[C@@H]1CCCCO[C@@H](CN(C)C(=O)Nc2ccccc2)[C@@H](C)CN([C@H](C)CO)C(=O)c2cc(NS(=O)(=O)c3cccs3)ccc2O1,-1.2
C[C@H]1CCCCO[C@@H](CN(C)Cc2ccncc2)[C@@H](C)CN([C@@H](C)CO)C(=O)c2cc(NC(=O)Nc3ccc4c(c3)OCO4)ccc2O1,2.2
CC(C)NC(=O)Nc1cccc2c1O[C@@H](CN(C)Cc1ccc(C(=O)O)cc1)[C@@H](C)CN([C@@H](C)CO)C2=O,-3.5
Cc1ccc(-c2ccc3c(c2)O[C@@H](CN(C)S(C)(=O)=O)[C@H](C)CN([C@@H](C)CO)S3(=O)=O)cc1,-4.3
C[C@@H](O)C#Cc1ccc([C@@H]2[C@@H](CO)N3CCCCN(C(=O)c4ccc(F)cc4)C[C@H]23)cc1,5.8
C/C=C/c1cnc2c(c1)C(=O)N([C@@H](C)CO)C[C@H](C)[C@@H](CN(C)C(=O)Cc1ccccn1)O2,2.8
Cc1ccc(S(=O)(=O)N(C)C[C@@H]2OCCCC[C@@H](C)Oc3ccc(NC(=O)Nc4ccccc4)cc3C(=O)N([C@@H](C)CO)C[C@@H]2C)cc1,-0.2
# Additional results:
SMILES,BioA inh
CN1C(=O)c2cc(NC(=O)c3ccccc3F)ccc2OC[C@@H]2O[C@@H](CC(=O)NCc3ccc4c(c3)OCO4)CC[C@@H]21,-0.6
C[C@H]1CN([C@@H](C)CO)C(=O)Cc2cc(NC(=O)Nc3ccc4c(c3)OCO4)ccc2O[C@@H]1CN(C)Cc1ccc(Oc2ccccc2)cc1,-4.3
C[C@H]1CN([C@@H](C)CO)C(=O)Cc2cc(NC(=O)Nc3cccc4ccccc34)ccc2O[C@@H]1CN(C)Cc1ccc(C(F)(F)F)cc1,-0.1
CNC[C@H]1Oc2ccc(NS(=O)(=O)c3c(C)noc3C)cc2C(=O)N([C@@H](C)CO)C[C@H]1C,-2.4
CCNC(=O)C[C@@H]1C=C[C@H](NC(=O)NC2CCCCC2)[C@@H](CO)O1,-0.7
C[C@@H]1CN([C@@H](C)CO)C(=O)c2cc(NC(=O)C3CCCCC3)ccc2O[C@@H](C)CCCCO[C@H]1CN(C)C(=O)Cc1ccccc1,0.3
C[C@@H]1CN([C@H](C)CO)S(=O)(=O)c2ccc(-c3cncnc3)cc2O[C@@H]1CN(C)C(=O)NC1CCCC1,9.5
COCC(=O)Nc1ccc2c(c1)C(=O)N(C)[C@H]1CC[C@@H](CC(=O)NC3CCCC3)O[C@H]1CO2,6.5
C[C@H](CO)N1C[C@H](C)[C@H](CN(C)C(=O)NC2CCCCC2)Oc2ccc(NC(=O)CCC(F)(F)F)cc2CC1=O,0.3
O=C(C[C@H]1CC[C@@H](NS(=O)(=O)c2ccc(F)cc2)[C@H](CO)O1)NC1CCCCC1,3.2
C[C@@H]1CN([C@H](C)CO)C(=O)c2cc(/C=C/c3ccccc3)cnc2O[C@H]1CN(C)S(=O)(=O)c1ccccc1,0.6
C[C@H]1CN([C@@H](C)CO)S(=O)(=O)c2ccc(-c3ccncc3)cc2O[C@@H]1CN(C)Cc1ccncc1,-0.4
C[C@@H]1CN([C@@H](C)CO)C(=O)c2cc(-c3cccnc3)cnc2O[C@H]1CN(C)C(=O)C1CC1,0.5
COc1ccc(S(=O)(=O)Nc2cccc3c2O[C@H](CN(C)Cc2ccc(Oc4ccccc4)cc2)[C@@H](C)CN([C@@H](C)CO)C3=O)cc1,0.6
C[C@@H]1CN([C@H](C)CO)C(=O)c2cccc(NS(=O)(=O)c3ccc(F)cc3)c2O[C@@H]1CN(C)C(=O)Nc1ccc(F)cc1,-0.5
C[C@@H]1CN([C@H](C)CO)C(=O)c2cc(NC(=O)Cn3cnnn3)ccc2O[C@H]1CN(C)Cc1ccc(Oc2ccccc2)cc1,4.0
C[C@@H]1CN([C@H](C)CO)C(=O)c2cc(-c3ccccc3)cnc2O[C@H]1CN(C)Cc1ccccn1,1.1
Cc1ccc(S(=O)(=O)Nc2ccc3c(c2)C(=O)N([C@@H](C)CO)C[C@@H](C)[C@H](CN(C)C(=O)NC2CCCCC2)O3)cc1,-1.8
CO[C@@H](CN(C)C(=O)c1cc(Cl)cc(Cl)c1)[C@H](C)CN(C(=O)Nc1ccc(F)cc1)[C@H](C)CO,-2.2
O=C(C[C@H]1C=C[C@@H](NC(=O)Nc2ccc3c(c2)OCO3)[C@H](CO)O1)NCc1ccccc1,2.9
CN(C)CC#Cc1ccc([C@@H]2[C@@H](CO)N3CCCCN(C(=O)c4ccc5c(c4)OCO5)C[C@@H]23)cc1,2.6
Cc1noc(C)c1NC(=O)Nc1ccc2c(c1)CC(=O)N([C@@H](C)CO)C[C@@H](C)[C@@H](CN(C)Cc1ccc(Cl)c(Cl)c1)O2,-2.8
CN1c2ccc(C3=CCCCC3)cc2[C@H]2[C@H](CCN2C(=O)Cc2ccccn2)[C@@H]1CO,-3.5
COC(=O)C[C@@H]1C=C[C@@H](NS(=O)(=O)c2ccccc2F)[C@H](CO)O1,-0.8
C[C@@H]1CCCCO[C@H](CN(C)S(=O)(=O)c2ccc(Cl)cc2)[C@H](C)CN([C@@H](C)CO)C(=O)c2cc(NC(=O)Nc3ccccc3)ccc2O1,3.3
# Going on with the list:
SMILES,BioA inh
C[C@H](CO)N1C[C@H](C)[C@@H](CN(C)C(=O)NC2CCCCC2)Oc2ncc(C#CCN(C)C)cc2C1=O,-0.1
C[C@@H](NC(=O)C[C@@H]1C[C@@H]2c3cc(NC(=O)c4cccnc4)ccc3O[C@@H]2[C@@H](CO)O1)c1ccccc1,0.1
C[C@@H]1CN([C@@H](C)CO)C(=O)c2cccc(NC(=O)Nc3ccc(C(F)(F)F)cc3)c2O[C@H]1CN(C)Cc1ccccc1,2.1
O=C(C[C@H]1CC[C@H](NC(=O)Nc2ccc(F)cc2)[C@@H](CO)O1)NCc1ccccn1,-4.0
C[C@@H]1CN([C@@H](C)CO)C(=O)c2cc(C3=CCCCC3)cnc2O[C@@H]1CN(C)C(=O)Nc1cccc(F)c1,-3.8
COc1ccc(NC(=O)N(C)C[C@@H]2Oc3c(NC(=O)C4CC4)cccc3C(=O)N([C@@H](C)CO)C[C@@H]2C)cc1,-2.8
C[C@@H]1CN([C@H](C)CO)C(=O)Cc2cc(NC(=O)C3CCCCC3)ccc2O[C@@H]1CN(C)S(=O)(=O)c1ccccc1,0.7
COc1ccccc1CN1[C@H](CO)[C@H]2c3ccccc3N(C(=O)C3CCOCC3)C[C@H]21,-1.6
COc1ccc(CN(C)C[C@@H]2OCCCC[C@@H](C)Oc3ccc(NC(=O)Cc4ccccc4)cc3C(=O)N([C@H](C)CO)C[C@@H]2C)cc1,0.7
CC(C)CC#Cc1cnc2c(c1)C(=O)N([C@@H](C)CO)C[C@@H](C)[C@H](CN(C)CC1CCOCC1)O2,-4.3
O=C(NCC[C@H]1CC[C@H](NS(=O)(=O)Cc2ccccc2)[C@@H](CO)O1)C1CCOCC1,1.2
CO[C@@H]1CC[C@H]2CCOc3ccc(C#N)cc3C(=O)N(C)CCCC(=O)N(C)C[C@H]1O2,-2.1
CN1CCN(C(=O)C[C@H]2CC[C@H]3[C@@H](COC[C@@H](O)CN3C(=O)C3CC3)O2)CC1,-0.1
CS(=O)(=O)Nc1ccc2c(c1)[C@H]1C[C@@H](CC(=O)NCC(F)(F)F)O[C@H](CO)[C@H]1O2,-0.2
CCCNC(=O)Nc1ccc2c(c1)C(=O)N(C)[C@@H]1CC[C@H](CC(=O)OC)O[C@@H]1CO2,-0.5
CC(C)NC(=O)N[C@@H]1C=C[C@H](CC(=O)N2CCCCC2)O[C@@H]1CO,2.8
CC(C)NC(=O)N(C)C[C@H]1Oc2ccc(NC(=O)Nc3cccc4ccccc34)cc2CC(=O)N([C@@H](C)CO)C[C@@H]1C,1.8
C[C@H](CO)N1C[C@H](C)[C@@H](CN(C)S(=O)(=O)c2cccs2)OCCCC[C@H](C)Oc2ccc(NS(=O)(=O)c3cn(C)cn3)cc2C1=O,0.1
C[C@@H]1CN([C@H](C)CO)C(=O)c2cccc(NC(=O)C3CC3)c2O[C@@H]1CN(C)Cc1ccncc1,-1.4
CCCNC(=O)C[C@H]1CC[C@@H]2[C@H](COc3ccc(NC(=O)Cc4cccs4)cc3C(=O)N2C)O1,-1.0
CC(C)(C)[S@@](=O)N1Cc2cc(C(=O)NCCN3CCCCC3)nc(-c3cccc(-c4cccc(C#N)c4)c3)c2[C@H]1CCO,1.1
Cc1ccc(S(=O)(=O)N[C@H]2CC[C@H](CCNC(=O)C3CCOCC3)O[C@H]2CO)cc1,-3.6
C[C@H](CO)N1C[C@H](C)[C@H](CN(C)Cc2cccc(C(=O)O)c2)Oc2ncc(/C=C/c3ccccc3)cc2C1=O,-1.1
C[C@H]1CN([C@@H](C)CO)C(=O)c2cc(NS(=O)(=O)c3ccc(F)cc3)ccc2O[C@H]1CN(C)Cc1ccncc1,3.9
COc1ccc(S(=O)(=O)N(C)C[C@@H]2Oc3ccc(NC(=O)CCN4CCOCC4)cc3C(=O)N([C@H](C)CO)C[C@H]2C)cc1,-0.3
CCCC(O)C#Cc1cnc2c(c1)C(=O)N([C@H](C)CO)C[C@H](C)[C@H](CN(C)S(=O)(=O)c1cccs1)O2 (some centres not stated),3.5&3.3
Cc1cccc(-c2ccc([C@H]3[C@H]4CN(S(=O)(=O)c5cccc(C)c5)CCCCN4[C@H]3CO)cc2)c1,-0.4
CN1C(=O)c2cc(NC(=O)c3ccc(F)cc3)ccc2OC[C@H]2O[C@@H](CC(=O)NCC3CC3)CC[C@@H]21,-0.2
CO[C@@H]1CN(C)C(=O)c2ccc(NC(=O)C3CCCC3)cc2OC[C@H](C)N(CCC(F)(F)F)C[C@@H]1C,-0.3

# In another format: results already given.
> CC(C)NC(=O)N(C)C[C@H]1Oc2ccc(NC(=O)Nc3cccc4ccccc34)cc2CC(=O)N([C@@H](C)CO)C[C@@H]1C
- BioA inh: 1.8
> CC(C)CC#Cc1cnc2c(c1)C(=O)N([C@@H](C)CO)C[C@@H](C)[C@H](CN(C)CC1CCOCC1)O2
- BioA inh: -4.3
> COc1ccccc1CN1[C@H](CO)[C@H]2c3ccccc3N(C(=O)C3CCOCC3)C[C@H]21
- BioA inh: -1.6
> Cc1cccc(-c2ccc([C@H]3[C@H]4CN(S(=O)(=O)c5cccc(C)c5)CCCCN4[C@H]3CO)cc2)c1
- BioA inh: -0.4

# 3 entries picked at random from those above:
SMILES,BioA inh
CCCNC(=O)C[C@H]1CC[C@@H]2[C@H](COc3ccc(NC(=O)Cc4cccs4)cc3C(=O)N2C)O1,-1.0
C[C@@H]1CN([C@H](C)CO)C(=O)Cc2cc(NC(=O)C3CCCCC3)ccc2O[C@@H]1CN(C)S(=O)(=O)c1ccccc1,0.7
C[C@H](CO)N1C[C@H](C)[C@@H](CN(C)S(=O)(=O)c2cccs2)OCCCC[C@H](C)Oc2ccc(NS(=O)(=O)c3cn(C)cn3)cc2C1=O,0.1

# A few values from above.
# CCCC(O)C#Cc1cnc2c(c1)C(=O)N([C@H](C)CO)C[C@H](C)[C@H](CN(C)S(=O)(=O)c1cccs1)O2 (some centres not stated) in BioA inh has 3.5&3.3
# CO[C@@H]1CN(C)C(=O)c2ccc(NC(=O)C3CCCC3)cc2OC[C@H](C)N(CCC(F)(F)F)C[C@@H]1C in BioA inh has -0.3
# Cc1ccc(S(=O)(=O)N[C@H]2CC[C@H](CCNC(=O)C3CCOCC3)O[C@H]2CO)cc1 in BioA inh has -3.6
